Bioassay records (PubChem)
KDM5B inhibitor = blocks human KDM5B histone demethylase activity; AID 1347165; Potency, µM (highest dose often 57.7 µM), for inactives: at the top dose activity change, negative = inhibition, actives largely listed as inhibitors; KDM5B demethylase, FDH-coupled NADH fluorescence (FDH is formaldehyde dehydrogenase); actives 2.6% (n = 220,000); active = well fitted inhibition curve with a large enough effect; inconclusive = small, poorly fitted or top-dose-only effect; inactive = no such curve, though single readings can be large or run the other way; note: 0% is about no effect; nearly all actives have a fitted effect of over 70% in size
Target sequence (Q9UGL1 whole entry, looked up): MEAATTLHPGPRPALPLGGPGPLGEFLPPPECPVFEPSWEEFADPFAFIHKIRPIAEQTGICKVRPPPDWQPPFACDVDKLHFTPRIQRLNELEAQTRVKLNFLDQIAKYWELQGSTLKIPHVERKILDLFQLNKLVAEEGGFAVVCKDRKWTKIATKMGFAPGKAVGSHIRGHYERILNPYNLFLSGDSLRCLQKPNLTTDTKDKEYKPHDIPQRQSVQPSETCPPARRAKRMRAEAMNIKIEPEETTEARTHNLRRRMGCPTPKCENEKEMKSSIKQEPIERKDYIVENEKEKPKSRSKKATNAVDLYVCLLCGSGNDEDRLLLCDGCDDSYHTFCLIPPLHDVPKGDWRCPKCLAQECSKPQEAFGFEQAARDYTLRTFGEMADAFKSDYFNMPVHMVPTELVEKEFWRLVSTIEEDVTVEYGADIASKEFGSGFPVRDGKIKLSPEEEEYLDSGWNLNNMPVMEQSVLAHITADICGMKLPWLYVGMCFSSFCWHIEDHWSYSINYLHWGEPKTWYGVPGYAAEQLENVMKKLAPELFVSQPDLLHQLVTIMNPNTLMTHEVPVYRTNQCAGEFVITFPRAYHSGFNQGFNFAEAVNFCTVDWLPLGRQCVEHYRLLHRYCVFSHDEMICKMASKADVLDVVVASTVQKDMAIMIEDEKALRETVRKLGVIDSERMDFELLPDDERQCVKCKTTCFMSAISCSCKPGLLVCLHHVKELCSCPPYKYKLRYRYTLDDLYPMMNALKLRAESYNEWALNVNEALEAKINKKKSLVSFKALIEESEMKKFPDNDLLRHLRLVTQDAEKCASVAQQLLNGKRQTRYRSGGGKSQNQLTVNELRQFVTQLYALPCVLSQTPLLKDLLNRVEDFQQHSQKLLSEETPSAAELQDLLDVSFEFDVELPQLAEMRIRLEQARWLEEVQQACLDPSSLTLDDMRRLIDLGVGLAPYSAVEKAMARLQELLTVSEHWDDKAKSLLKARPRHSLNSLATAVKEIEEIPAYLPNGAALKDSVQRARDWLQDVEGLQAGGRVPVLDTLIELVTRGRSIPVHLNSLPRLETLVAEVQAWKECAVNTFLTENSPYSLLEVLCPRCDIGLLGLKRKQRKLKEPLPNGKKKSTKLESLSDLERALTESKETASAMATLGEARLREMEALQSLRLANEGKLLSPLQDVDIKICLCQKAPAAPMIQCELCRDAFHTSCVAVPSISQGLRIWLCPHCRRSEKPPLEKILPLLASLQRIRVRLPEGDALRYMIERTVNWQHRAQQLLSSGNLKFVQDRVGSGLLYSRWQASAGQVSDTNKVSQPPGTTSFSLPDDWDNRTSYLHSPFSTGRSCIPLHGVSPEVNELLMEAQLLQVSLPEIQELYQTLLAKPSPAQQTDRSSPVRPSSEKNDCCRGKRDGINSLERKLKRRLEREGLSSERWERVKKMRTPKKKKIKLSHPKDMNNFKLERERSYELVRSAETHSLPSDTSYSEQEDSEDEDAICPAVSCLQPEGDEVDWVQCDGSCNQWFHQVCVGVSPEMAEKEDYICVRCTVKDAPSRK
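qHTS format, multiple compound concentrations. Buffer 50 mM HEPES pH 7.5/0.01% Tween-20; 200 nM KDM5BΔAP final; 10 min compound preincubation; substrate-mix levels 12.5 µM peptide, 25 µM α-KG, 0.25 mM NAD⁺; 30 min RT; ΔRFU.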
Active calls of the source: *; i = inactive; ? = inconclusive; & = joins results of further samples; [ ] = another dose, or the depositor's remark. Potency is the fitted concentration of half-maximal effect.

mol,KDM5B inhibitor
Cc1ccccc1Nc1nnc(-c2ccc(C)c(S(=O)(=O)N3CCN(C)CC3)c2)c2ccccc12,-10%
O=c1ccc2cc(S(=O)(=O)Nc3ccc(OC(F)(F)F)cc3)ccc2[nH]1,-17%
CCCCCNC(=O)C1CCC(Cn2c(=O)c3sccc3n(CC)c2=O)CC1 (stereo not drawn),5%
CCn1c(=O)cc(SCC(=O)N2CCN(c3ccccc3F)CC2)c2ccccc21,-22%
Cc1ccc(C(=O)N2CCC3(CC2)CC(N(Cc2ccc(F)cc2)C2CC2)CCO3)cc1 (stereo not drawn),-3%
CN(C(=O)Cc1cccc(Cl)c1)C1CCc2ccccc21 (stereo not drawn),11%[86.2 µM]
Cc1ccc(-c2ccc3nnc(CNC(=O)c4cccnc4)n3n2)cc1,32µM*
CCN1CCN(c2ccc(NC(=O)c3ccccc3OC)cc2Cl)CC1,-14%
CCOC(=O)c1oc2cc(OC)ccc2c(=O)c1-c1ccccc1OC,-8%
CC(C)(CNC(=O)NCC1CCCC1)C(N)=O,20%
COc1cccc(C2CC(=O)Nc3c2ccc(C)c3C)c1OC (stereo not drawn),-14%
CC1CCCN(C2(O)C(=O)Nc3c(C(F)(F)F)cccc32)C1 (stereo not drawn),33%
Cc1onc(-c2ccccc2)c1-c1nnc(CN2CCN(CC(=O)N3CCOCC3)CC2)o1,-4%
Cc1ccc(CNC(=O)N2CCCCCCNC(=O)[C@@H]3CCC[C@@H]32)cc1,-4%
CC(C)NC(=O)c1cccc(NC(=O)Nc2cccc(Cl)c2)c1,12%
O=C(Nc1ccccc1)c1cnc(N2CCCCC2)c2ccccc12,?
Cc1c(NCc2ccccc2O)c(=O)n(-c2ccccc2)n1C,-8%
CCOc1ccc(-c2cc3c(=O)n(CCNC(=O)c4ccc(C)cc4)ccn3n2)cc1,72%[activator]
CC(C)=CC1C(C(=O)NCC(C)(C)N2CCOCC2)C1(C)C (stereo not drawn),-7%
CC1CCc2c(sc3ncn(N)c(=N)c23)C1 (stereo not drawn),-2%
COC(=O)[C@@H]1C[C@@H](NC(=O)C2CCN(C(=O)CC(C)C)CC2)CN1C,9%
C/C(=N\Nc1ccccc1)c1cccc([N+](=O)[O-])c1,-1%
Cc1cc(C)cc(N2C(=O)CS(=O)(=O)C23C(=O)N(Cc2ccc(F)cc2)c2ccc(C)cc23)c1 (stereo not drawn),1%&-22%
S=C(N/N=C1\CCCCC1C1CCCCC1)Nc1ccccc1 (stereo not drawn),5%
Cc1nnc(NC(=O)c2csc(NCC(C)C)n2)s1,?
O=C1c2cnc(-c3ccncc3)nc2OCCN1c1ccccc1,?
O=C(CCc1cc2n(n1)CCCNC2)Nc1ccccc1CCc1ccccn1,-24%
CCc1cccc(NC(=O)C(Cc2ccccc2)NS(=O)(=O)c2cccs2)c1 (stereo not drawn),?
COc1ccc(C(=O)N2CCN(c3cc(-c4ccc(Cl)cc4)[nH]n3)CC2)cc1F,-4%
O=C1NCCCCCN(S(=O)(=O)c2ccccc2)[C@H]2CCCC[C@@H]12,4%
Cc1ccc(-n2nc3ccc(NC(=O)COc4ccccc4C)cc3n2)cc1,?
O=C1COc2ccc(NCc3cccs3)nc2CN1Cc1ccc(F)cc1,?
Cc1cnc(C2CCC2)n1CCN,-16%
NC(=O)c1cc(Cl)ccc1OCc1cccc(C(F)(F)F)c1,-14%
COc1ccc(-c2nc(C3CC3)nc3c2CN([S+](=O)([O-])c2onc(C)c2C)CC3)cc1,0%
O=C1[C@@H]2C[C@@H](O)CN2C2(CN(Cc3ccccn3)C2)C(=O)N1Cc1ccccc1Cl,-17%[86.2 µM]
N#CC(C#N)=C(Nc1ccc(Oc2ccccc2)cc1)C(F)(F)C(F)(F)F,-12%
Cc1cccc(CN2C[C@@H]3C(=O)N(C)C(=O)[C@@H]3C2)c1,8%
O=C(COC(=O)c1ccc2c(c1)OCCO2)NCc1ccccc1Cl,8%
CCCC(C)c1nnc(NC(=O)CCS(=O)(=O)c2ccccc2)s1 (stereo not drawn),?

3 entries already listed, ordered by length of the SMILES, smallest number first.
mol,KDM5B inhibitor
O=C1c2cnc(-c3ccncc3)nc2OCCN1c1ccccc1,?
O=C(Nc1ccccc1)c1cnc(N2CCCCC2)c2ccccc12,?
CCc1cccc(NC(=O)C(Cc2ccccc2)NS(=O)(=O)c2cccs2)c1 (stereo not drawn),?

(next part)
mol,KDM5B inhibitor
O=C(CN1CCOCC1)Nc1cccc(C(=O)Nc2cccc(C(F)(F)F)c2)c1,16%
O=C(CN(C(=O)CCC(=O)Nc1nccs1)c1ccc(F)cc1)NCc1ccccc1,12%
Cc1ccc(C(=O)NCCc2c[nH]c3ccccc23)c(C)c1,-4%&4%
COc1ccc2oc(=O)c(C(=O)N3c4ccccc4CC3C)cc2c1 (stereo not drawn),-1%
COc1ccccc1N1CCN(CC(=O)Nc2ccc(S(=O)(=O)N3CCCCCC3)cc2)CC1,-8%
Cc1nnc(N2CCC(C(=O)NC3CCCCC3)CC2)c2nn(-c3ccc(Cl)cc3)c(C)c12,-9%
O=C(NCc1nnc2n1C(C(=O)O)CC2)C1CCCC1 (stereo not drawn),?
COc1ccc(-c2c(C)oc3cc(OC)ccc23)cc1,0%
CCc1ccccc1NC(=O)N1C[C@@H](F)C[C@H]1C(=O)N1CCCCC1,-6%
CCC(C)NC(=O)c1ccc(CN2C(=O)NC3(CCS(=O)(=O)CC3)C2=O)cc1 (stereo not drawn),15%
CC(=O)NC(C)c1ccc(C(=O)CSc2cc(Cl)ccc2Cl)cc1 (stereo not drawn),-3%
Cc1ccc(-c2cc(-c3cccnc3)nc3c(C)noc23)c(C)c1,?
COc1cc(NC(=O)c2cnc(-c3ccc(F)cc3)nc2-c2ccncc2)cc(OC)c1,-15%
O=C(c1cccc(C(F)(F)F)c1)N1CCCC(C(=O)N2CCCCCC2)C1 (stereo not drawn),19%
COc1ccc(NC(=O)CSc2ncc3c(n2)-c2cc(Cl)ccc2N(Cc2ccccc2F)S3(=O)=O)cc1,6%
CCn1c(=N)n(CC(O)COc2ccc(C)cc2)c2ccccc21 (stereo not drawn),17%
O=C1NCCCCCN(C(=O)NCc2ccc(F)cc2)[C@H]2CCCC[C@@H]12,-3%
COc1ccc(N2CCN(C(=O)c3cccc(NS(=O)(=O)c4cccc(F)c4)c3)CC2)cc1,-3%
CCO[C@H]1CN(C(=O)c2ccc(Oc3ccccc3)o2)C[C@@H]1O,11%
CCCn1c2ccccc2c2cnn(CC(=O)N(CCCOC)Cc3ccco3)c(=O)c21,?
Cc1nn(-c2ccccc2)c(OC(=O)c2ccc(F)cc2)c1S(=O)(=O)c1ccccc1,?
CCC(CC)C(=O)N=C1SC2CS(=O)(=O)CC2N1CCc1ccc(OC)c(OC)c1 (stereo not drawn),30%
c1cncc(Nc2cc3c(cn2)CN(CC2CCCCC2)CCN3)c1,?
COc1cccc(N(CC(=O)Nc2ccc(C(N)=O)cc2)S(=O)(=O)c2ccccc2)c1,11%
CC(=O)Nc1ccc(C(=O)NC[C@@H]2C=C(C)[C@H](CC(=O)NCc3ccc(C#N)cc3)C[C@H]2C(C)C)cc1,-18%
O=C(c1cc(C2CC2)[nH]n1)N1CCOC(Cc2cccc(C(F)(F)F)c2)C1 (stereo not drawn),17%
Cc1ccc(NC(=O)Nc2ccccc2Sc2nc3c(c(=O)n(C)c(=O)n3C)n2C)cc1C,-3%
CNC(=O)CCn1ncc2cc(OCc3ccccc3-c3cccc(OC)c3F)ccc21,?
O=C1NCCCCCCN(S(=O)(=O)c2cccc3cccnc23)[C@H]2CCCC[C@@H]12,-19%
COC(=O)c1ccc(C(=O)OC)c(NC(=O)COc2ccc(OC)cc2)c1,-1%
Cc1ccc(C)c(N/C(N)=N/c2nc(C)cc(C)n2)c1,-6%
CCCCCNC(=O)C1CCC(Cn2c(=O)c3sccc3n(CC(=O)NCc3cccc(OC)c3OC)c2=O)CC1 (stereo not drawn),-19%
CCn1ccc2cc(S(=O)(=O)N3CCC(C(=O)NCC(C)c4ccccc4)CC3)ccc21 (stereo not drawn),-23%
CCCS(=O)(=O)NCCc1csc2nc(-c3ccc(OC)cc3)nn12,3%
CCOc1ccccc1CN1C(=O)c2ccccc2C1C(=O)NC1CCCCCC1 (stereo not drawn),-21%
Cc1cc(=O)n(CC(=O)Nc2ccc(F)cc2)c(N2CCc3ccccc3C2)n1,?
CCC(=O)C1CCCN(C(=O)c2ccc(OC)c(OC3CCN(C(C)=O)CC3)c2)C1 (stereo not drawn),16%
CC(C)CNc1ncnc2c1CN(C1CNC1)C(=O)CN2C,?
CCc1ccc2c(c1)-c1ccccc1S(=O)(=O)N2CC(=O)Nc1ccccc1C(F)(F)F,2%
COc1cc(/C=C(\C#N)c2nc3ccc(C)cc3[nH]2)ccc1OC(C)=O,?

Five compounds from above, sorted by the value under KDM5B inhibitor, rising.
SMILES	KDM5B inhibitor
O=C(CCc1cc2n(n1)CCCNC2)Nc1ccccc1CCc1ccccn1	-24%
CCn1c(=O)cc(SCC(=O)N2CCN(c3ccccc3F)CC2)c2ccccc21	-22%
CC(=O)NC(C)c1ccc(C(=O)CSc2cc(Cl)ccc2Cl)cc1 (stereo not drawn)	-3%
C/C(=N\Nc1ccccc1)c1cccc([N+](=O)[O-])c1	-1%
CCc1ccc2c(c1)-c1ccccc1S(=O)(=O)N2CC(=O)Nc1ccccc1C(F)(F)F	2%

Other structures.
mol,KDM5B inhibitor
COc1ccc(CCNC(=O)c2ccnc(C(C)(C)C)c2)cc1OC,8%
CC(=O)N1CCc2cc(Br)cc(S(=O)(=O)CCC(=O)N3CCN(c4ccccc4)CC3)c21,-12%
CNc1c(NS(=O)(=O)c2ccc(C3CCCCC3)cc2)c(=O)oc2ccccc12,14%
COc1ccc(CCNC(=O)c2cc3c(s2)-c2ccccc2OC3)c(OC)c1,i
CC(=O)Nc1ccc(NC(=O)c2c[nH]c3ccc(F)cc3c2=O)cc1,17%
CC(C)NC(=O)c1ccc2c(c1)nc1n2CCN(CCO)C1,-2%
Cc1noc(C)c1-c1cn(CCNS(=O)(=O)c2ccc(Cl)cc2)nn1,-30%
COc1ccc(CCNC(=O)c2ccc3nc(C)cn3c2)cc1,28µM*
Cc1cc(C)c(NC(=O)CSc2nc3ccccc3c3nc(-c4ccccc4)nn23)c(C)c1,8%
O=C(NCc1ccc(C(=O)N2CCCCC2)cc1)C1NCCc2[nH]cnc21 (stereo not drawn),?
CC(C)=CC1C(C(=O)NC2CCCCC2C(F)(F)F)C1(C)C (stereo not drawn),15%
Cc1cc(Cl)ccc1NC(=O)CN1C(=O)CSc2ccc(S(=O)(=O)N(C)C)cc21,7%
CCOc1ccc(OCC)c(NC(=O)c2nc3ccccc3nc2N2CCOCC2)c1,14%
CCc1ccccc1S(=O)(=O)N1CCN(C2CCN(Cc3cccnc3)C2=O)CC1 (stereo not drawn),-30%
CN1C(=O)CCCCC1C(=O)NCc1ccncc1 (stereo not drawn),-16%
CCOc1cccc(CC(=O)N2CCc3c([nH]c4ccccc34)C2c2ccc(OC)cc2)c1OCC (stereo not drawn),?
O=C(CSc1nncn1-c1ccccc1F)NC1CCCCC1,16%
COc1ccc(-c2nc3n(n2)C(c2ccc(Cl)cc2)C2=C(CC(C)(C)CC2=O)N3)cc1 (stereo not drawn),-15%
COCCNC(=O)[C@@H]1C[C@H](Oc2ccccc2)CN1S(=O)(=O)Cc1ccccc1,-13%
CCOc1cc2[nH]c(=O)n(CCCCC(=O)N3CCN(c4ccccc4)CC3)c(=O)c2cc1OCC,1%
NC(=O)C1(c2nc(C3CCOC3)nn2CC2CCCCC2)CC1 (stereo not drawn),8%
O=C(N[C@H]1C[C@H]2C(=O)Nc3ccc(-c4ccsc4)cc3C(=O)N2C1)c1ccccc1,-28%[86.2 µM]
Cc1ccc(CN2C(=O)COC[C@H]2C(=O)NCc2cccc(F)c2)cc1,-10%
O=C1NCCCCCCN(C(=O)CCCc2ccccc2)[C@H]2CCCC[C@@H]12,-17%
O=C(NCC1Cn2cccc2C(=O)N1Cc1ccccc1)c1ccc(F)cc1 (stereo not drawn),1%
COC(=O)c1sc(NC(=O)COc2c(C)cccc2C)nc1C,8%
CSC(=NCc1ccco1)NC#N,25%
Cc1ccc(-c2noc(Cn3cnc4scc(-c5ccc(C)cc5)c4c3=O)n2)cc1,-3%
CCCOc1ccc(CN(C(=O)c2cc(=O)c3c(C)cc(C)cc3o2)C2CCS(=O)(=O)C2)cc1 (stereo not drawn),-17%
CCCN(CC1CCOC1)C(=O)Nc1c(F)cccc1F (stereo not drawn),3%
Cc1c(C(=O)N2CCCC(C(F)(F)F)C2)sc2cccc(F)c12 (stereo not drawn),9%
NC(=S)NNC(=O)c1ccccc1C(=O)O,-17%

KDM5B inhibitor, hit marks shown above
mol,KDM5B inhibitor
Cc1ccc(-c2ccc3nnc(CNC(=O)c4cccnc4)n3n2)cc1,32µM*
COc1ccc(CCNC(=O)c2ccc3nc(C)cn3c2)cc1,28µM*

Only part of the results is shown. The share of hits here may be higher or lower than overall.
